# Screening data as filed in PubChem BioAssay.
# EZH2 inh: EZH2 (human) methyltransferase inhibition; 57,000 tested, 0.35% active; AID 651548; inhibition, % at 12.5 µM; PRC2 H3K27 methylation, DELFIA TRF, 1 h;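 active = mean inhibition of replicates at least 50% and every single replicate also reaching 50%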;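 note: dimethyl H3K27 on biotinylated H3 21-44 peptide detected by antibody; plate controls were median neutral control wells for no effect and median positive control wells for full effect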
# IDH1 R132H inh: IDH1 R132H (human) inhibition; inhibition, % at 10 µM; O75874; 70,000 tested, 0.18% active; IDH1 R132H reductase, diaphorase/resazurin fluorescence, 60 min; AID 624101; in the data active = inhibition above about 34%;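 note: 0% = DMSO and 100% = no enzyme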
# Target sequence (O75874 whole entry R132H): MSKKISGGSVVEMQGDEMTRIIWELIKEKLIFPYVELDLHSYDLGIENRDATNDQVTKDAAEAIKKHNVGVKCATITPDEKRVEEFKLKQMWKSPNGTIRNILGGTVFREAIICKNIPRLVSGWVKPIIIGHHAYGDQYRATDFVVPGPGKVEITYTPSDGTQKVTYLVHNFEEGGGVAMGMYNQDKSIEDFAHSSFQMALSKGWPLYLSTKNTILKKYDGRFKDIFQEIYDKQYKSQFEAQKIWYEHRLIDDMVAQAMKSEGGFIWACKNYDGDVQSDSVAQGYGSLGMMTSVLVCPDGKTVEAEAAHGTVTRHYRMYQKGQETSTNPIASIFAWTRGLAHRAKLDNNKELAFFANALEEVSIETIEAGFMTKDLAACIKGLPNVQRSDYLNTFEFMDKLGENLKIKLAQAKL
# Active calls of the source: *; · = no result given.
SMILES | EZH2 inh | IDH1 R132H inh
O=C(C[C@@H]1C[C@H]2c3cc(NC(=O)CC4CC4)ccc3O[C@H]2[C@H](CO)O1)NCC(F)(F)F | 12 | -1.1
C[C@@H]1CCCCO[C@@H](CN(C)Cc2ccc(C(=O)O)cc2)[C@H](C)CN([C@@H](C)CO)C(=O)c2cc(NC(=O)C3CCCCC3)ccc2O1 | · | 4.1
CCC(=O)Nc1ccc2c(c1)OC[C@@H](C)N(C(=O)CN1CCOCC1)C[C@H](C)[C@H](OC)CN(C)C2=O | 5 | -0.1
Cc1ccc(S(=O)(=O)N[C@@H]2CC[C@@H](CC(=O)NCc3ccccc3F)O[C@H]2CO)cc1 | 4 | -0.5
C[C@@H]1CN([C@H](C)CO)C(=O)c2ccccc2-c2ccccc2CO[C@@H]1CN(C)S(=O)(=O)c1ccccc1C#N | -2 | -0.8
O=C(C[C@H]1C=C[C@@H](NS(=O)(=O)c2ccc(F)cc2)[C@@H](CO)O1)N1CCC(Cc2ccccc2)CC1 | -5 | -0.2
C=CCOC(=O)C1=C[C@H](c2coc3ccccc3c2=O)C[C@H](OCCCCO)O1 | 9 | ·
C[C@@H]1CN([C@H](C)CO)C(=O)c2cc(NS(=O)(=O)c3cccs3)ccc2O[C@@H](C)CCCCO[C@H]1CN(C)S(=O)(=O)c1cccs1 | · | 1.4
CCCCc1c(C)nc2ccc(OC)cc2c1SCC(=O)O | -12 | 3.5
COc1ccc(NC(=O)C(OC(=O)c2ccccc2)c2cccs2)cc1 (centres undefined) | 48 | ·
CCC(=O)N[C@@H]1C=C[C@@H](CC(=O)NCc2ccc(OC)cc2)O[C@@H]1CO | 6 | 0.0
C[C@@H]1CN([C@H](C)CO)C(=O)c2cc(C#CCC3CCCC3)cnc2O[C@@H]1CN(C)C(=O)CN(C)C | -20 | 0.1
Cc1ccc(S(=O)(=O)N[C@H]2CC[C@H](CCn3cc(C4CCCC4)nn3)O[C@H]2CO)cc1 | 1 | 0.1
O=C(C[C@@H]1C[C@@H]2c3cc(NC(=O)Nc4ccc(F)cc4)ccc3O[C@@H]2[C@H](CO)O1)NCC1CC1 | -16 | -0.5
C[C@H](CO)N1C[C@H](C)[C@@H](CN(C)C(=O)NC2CCCCC2)Oc2ccc(NC(=O)C3CCCCC3)cc2C1=O | 2 | 1.9
C[C@H](CO)N1C[C@H](C)[C@@H](CN(C)Cc2ccc(C(F)(F)F)cc2)OCCCC[C@H](C)Oc2ccc(N(C)C)cc2C1=O | · | -0.6
O=C(Nc1ccccc1)c1ccc(NCc2cccnc2)c([N+](=O)[O-])c1 | -3 | 0.1
C[C@H](CO)N1C[C@H](C)[C@H](CN(C)C(=O)c2ccccc2)Oc2ncc(C#Cc3ccccc3)cc2C1=O | · | -0.3
C[C@H]1CN([C@@H](C)CO)C(=O)c2cccc(NS(C)(=O)=O)c2O[C@H]1CN(C)S(=O)(=O)c1cccs1 | · | 0.7
Cc1cc(Cl)c(S(=O)(=O)N2CCSCC2)cc1OCC(N)=O | -24 | -0.4
CNC[C@H]1Oc2cc(C#CCN(C)C)ccc2S(=O)(=O)N([C@@H](C)CO)C[C@@H]1C | -1 | 4.2
CCOC(=O)CSc1nc(-c2ccccc2)c2cc(Cl)ccc2n1 | 29 | 2.0
CO[C@H]1CC[C@@H]2CCOc3c(C#N)cccc3C(=O)N(C)CCCC(=O)N(C)C[C@H]1O2 | 2 | -0.3
CCOc1cc(/C=N/NC(=O)c2cccc(C(=O)NO)c2)ccc1O | -8 | ·
CC(C)NC(=O)Nc1ccc2c(c1)CC(=O)N([C@@H](C)CO)C[C@H](C)[C@H](CN(C)C(=O)Nc1ccc(C(F)(F)F)cc1)O2 | · | 0.0

# As entered above:
# C[C@H](CO)N1C[C@H](C)[C@@H](CN(C)C(=O)NC2CCCCC2)Oc2ccc(NC(=O)C3CCCCC3)cc2C1=O in EZH2 inh = 2
# CCC(=O)Nc1ccc2c(c1)OC[C@@H](C)N(C(=O)CN1CCOCC1)C[C@H](C)[C@H](OC)CN(C)C2=O in EZH2 inh = 5

# Remaining list, next part:
SMILES | EZH2 inh | IDH1 R132H inh
C[C@@H]1CCCCO[C@H](CN(C)Cc2ccc(C(=O)Nc3ccccc3N)cc2)[C@@H](C)CN([C@H](C)CO)C(=O)c2cc(NS(C)(=O)=O)ccc2O1 | 6 | 1.2
Cc1noc(C)c1S(=O)(=O)Nc1ccc2c(c1)CC(=O)N([C@H](C)CO)C[C@@H](C)[C@@H](CN(C)S(=O)(=O)c1ccc(Cl)cc1)O2 | · | 0.4
COc1ccc(C#Cc2cnc3c(c2)C(=O)N([C@H](C)CO)C[C@H](C)[C@H](CN(C)C(C)=O)O3)cc1 | -17 | 0.1
C[C@H](CO)N1C[C@H](C)[C@@H](CN(C)CC2CC2)Oc2ccc(NS(C)(=O)=O)cc2CC1=O | 6 | -0.2
C[C@H](CO)N1C[C@H](C)[C@@H](CN(C)C(=O)Nc2ccccc2)Oc2ccc(N(C)C)cc2C1=O | · | 0.0
COc1ccc([C@H]2C[C@H]3C(Br)=CC2C(=O)[C@]32CO2)cc1OC | -5 | ·
CS(=O)(=O)N(CC(=O)Nc1ccc(Cl)c(C(F)(F)F)c1)c1cccc([N+](=O)[O-])c1 | -7 | 0.4
CCCNC(=O)Nc1ccc2c(c1)C(=O)N(C)C[C@H](OC)[C@H](C)CN(C(=O)C1CCOCC1)[C@H](C)CO2 | 2 | 0.5
CO[C@H]1CN(C)C(=O)c2ccc(NC(=O)C3CCC3)cc2OC[C@@H](C)N(Cc2ccccn2)C[C@H]1C | 3 | 0.3
Cc1ccc(NC(=O)CSc2nnc(-c3ccco3)n2-c2ccccc2)cc1Cl | · | -0.4
C[C@H](CO)N1C[C@H](C)[C@H](CN(C)Cc2ccc(-c3ccccc3)cc2)Oc2ccc(NC(=O)Nc3ccccc3)cc2C1=O | · | 1.2
COc1ccccc1CNC(=O)C[C@H]1CC[C@@H](NC(=O)CN(C)C)[C@@H](CO)O1 | -52 | 0.4
CCCN1C[C@@H](C)[C@@H](OC)CN(C)C(=O)c2ccc(NC(=O)Nc3ccccc3F)cc2OC[C@H]1C | -6 | 0.3
C[C@H]1CCCCO[C@H](CN(C)Cc2ccc(Cl)c(Cl)c2)[C@@H](C)CN([C@@H](C)CO)C(=O)c2cc(NS(=O)(=O)c3ccc(F)cc3)ccc2O1 | · | 2.4
CCCC#Cc1ccc2c(c1)O[C@@H](CN(C)S(=O)(=O)c1cccc(OC)c1)[C@@H](C)CN([C@H](C)CO)S2(=O)=O | 15 | -0.1
C[C@H](CO)N1C[C@H](C)[C@@H](CN(C)Cc2ccccc2)Oc2c(NC(=O)NC3CCCCC3)cccc2C1=O | -12 | ·
C[C@@H]1CN([C@@H](C)CO)C(=O)c2cccc(NC(=O)C3CCCCC3)c2O[C@H]1CN(C)Cc1ccccc1 | -2 | 2.2
CCNC(=O)C[C@H]1C=C[C@H](NS(=O)(=O)c2ccc(F)cc2)[C@@H](CO)O1 | 4 | 0.2
C[C@@H]1CN([C@@H](C)CO)C(=O)c2cc(-c3ccncc3)cnc2O[C@H]1CN(C)C(=O)C1CCOCC1 | 3 | ·
Nc1cc(N)nc(SCC(=O)N2CCN(c3ccc(Cl)cc3)CC2)n1 | -7 | 0.5
Cc1noc(C)c1NC(=O)NCC[C@H]1CC[C@H](NC(=O)Cc2cccnc2)[C@@H](CO)O1 | 5 | 0.0
CCCC(=O)Nc1ccc2c(c1)OC[C@@H](C)N(C(=O)c1cccnc1)C[C@@H](C)[C@H](OC)CN(C)C2=O | 1 | -0.1
CCCNC(=O)C[C@@H]1C[C@H]2c3cc(NS(=O)(=O)c4ccccc4)ccc3O[C@H]2[C@H](CO)O1 | -11 | 0.0
N#Cc1ccc(/C=N/NC(=O)CCCCCCC(=O)O)cc1 | -7 | 0.5
CCOc1cc(/C=N/NC(=O)CCCCCCC(=O)OC)ccc1O | 13 | ·

# The last three entries of the section above lead into the next.
SMILES | EZH2 inh | IDH1 R132H inh
CCCNC(=O)C[C@@H]1C[C@H]2c3cc(NS(=O)(=O)c4ccccc4)ccc3O[C@H]2[C@H](CO)O1 | -11 | 0.0
N#Cc1ccc(/C=N/NC(=O)CCCCCCC(=O)O)cc1 | -7 | 0.5
CCOc1cc(/C=N/NC(=O)CCCCCCC(=O)OC)ccc1O | 13 | ·
CO[C@@H]1CN(C)C(=O)c2cc(NC(C)=O)ccc2OC[C@@H](C)N(C(=O)c2cnccn2)C[C@H]1C | 8 | -0.3
CC(C)c1ccc(NC(=O)CNS(=O)(=O)c2ccccc2)cc1 | -7 | -0.2
CCCC#Cc1cnc2c(c1)C(=O)N([C@@H](C)CO)C[C@H](C)[C@@H](CN(C)C(=O)Nc1ccccc1OC)O2 | 3 | -0.1
C[C@@H]1CN([C@@H](C)CO)C(=O)c2c(c3ccccc3n2C)-c2ccccc2CO[C@@H]1CN(C)C(=O)[C@H]1CCCN1C | -7 | -1.0
CCC(=O)Nc1ccc2c(c1)OC[C@H](C)N(Cc1ccccc1F)C[C@@H](C)[C@H](OC)CN(C)C2=O | -1 | -0.3
CC(C)NC(=O)N(C)C[C@@H]1Oc2ncc(C#CC3CCCCC3)cc2C(=O)N([C@@H](C)CO)C[C@H]1C | -5 | -0.3
CCOC(=O)N(C)C[C@H]1OCc2cn(nn2)CCCC(=O)N([C@@H](C)CO)C[C@H]1C | 2 | ·
C[C@@H]1CN([C@@H](C)CO)S(=O)(=O)c2ccc(C#C[C@@H](C)O)cc2O[C@H]1CN(C)Cc1ccncc1 | -5 | ·
COc1cccc(-c2cnc3c(c2)C(=O)N([C@H](C)CO)C[C@H](C)[C@H](CN(C)C(=O)NC2CCCCC2)O3)c1 | · | -18
O=C(Nc1ccc(F)cc1)N[C@@H]1C=C[C@@H](CC(=O)N2CCOCC2)O[C@@H]1CO | -13 | -0.2
C[C@@H]1CCCCO[C@@H](CN(C)CC2CCCCC2)[C@H](C)CN([C@H](C)CO)C(=O)c2cc(NC(=O)Cc3ccccc3)ccc2O1 | · | -1.8
COc1ccccc1C#Cc1ccc2c(c1)O[C@H](CN(C)C)[C@H](C)CN([C@H](C)CO)S2(=O)=O | -17 | 0.0
Cc1ccc(S(=O)(=O)N(C)C[C@H]2Oc3cc(-c4cccc(F)c4)ccc3S(=O)(=O)N([C@H](C)CO)C[C@H]2C)cc1 | · | -1.3
CC(C)NC(=O)Nc1ccc2c(c1)CC(=O)N([C@H](C)CO)C[C@@H](C)[C@H](CN(C)S(=O)(=O)c1ccc(F)cc1)O2 | 7 | 0.2
C[C@H](CO)N1C[C@H](C)[C@H](CN(C)C(=O)Nc2ccc(C(F)(F)F)cc2)Oc2ccc(NC(=O)Nc3ccccc3)cc2CC1=O | · | 0.6
O=C(CC1(O)C(=O)N(Cc2cccc3ccccc23)c2ccccc21)c1ccccc1[N+](=O)[O-] (centres undefined) | 25 | -0.3
C[C@@H]1CN([C@H](C)CO)C(=O)c2cc(NS(=O)(=O)c3ccc(Cl)cc3)ccc2O[C@H]1CN(C)Cc1ccc2c(c1)OCO2 | 8 | 2.2
O=C1CC2CS(=O)(=O)CC2N1c1ccc(Oc2ccccc2)cc1 (centres undefined) | · | 0.9
Cc1ccc(S(=O)(=O)N(C)C[C@@H]2OCCCC[C@@H](C)Oc3ccc(NS(=O)(=O)c4c(C)noc4C)cc3C(=O)N([C@@H](C)CO)C[C@H]2C)cc1 | · | -2.8
O=C(Nc1ccc2c(c1)[C@@H]1C[C@H](CC(=O)N3CCc4ccccc4C3)O[C@@H](CO)[C@@H]1O2)NC1CCCC1 | -14 | -1.3
O=S(=O)(c1ccccc1)c1nc(-c2ccco2)oc1NCc1cccnc1 | -11 | -1.8
CNC[C@H]1OCCCC[C@H](C)Oc2ccc(NC(=O)NC(C)C)cc2C(=O)N([C@@H](C)CO)C[C@@H]1C | 3 | 2.2
CCCNC(=O)N[C@H]1CC[C@H](CC(=O)N2CCN(C)CC2)O[C@@H]1CO | -13 | 0.0
Cc1ccc(S(=O)(=O)Nc2cccc3c2O[C@@H](CN(C)CC2CCCCC2)[C@@H](C)CN([C@H](C)CO)C3=O)cc1 | -7 | -2.2
O=C(C[C@@H]1C=C[C@@H](NC(=O)c2ccccn2)[C@@H](CO)O1)NCc1cccc(F)c1 | 5 | 0.1

# One compound at a time, from the list above. Order of screens: EZH2 inh, IDH1 R132H inh
# Record of `O=C(Nc1ccc2c(c1)[C@@H]1C[C@H](CC(=O)N3CCc4ccccc4C3)O[C@@H](CO)[C@@H]1O2)NC1CCCC1` → -14, -1.3
# Record of `CC(C)NC(=O)N(C)C[C@@H]1Oc2ncc(C#CC3CCCCC3)cc2C(=O)N([C@@H](C)CO)C[C@H]1C` → -5, -0.3
# Record of `C[C@@H]1CN([C@@H](C)CO)S(=O)(=O)c2ccc(C#C[C@@H](C)O)cc2O[C@H]1CN(C)Cc1ccncc1` → -5, ·
# Record of `Cc1ccc(S(=O)(=O)N(C)C[C@H]2Oc3cc(-c4cccc(F)c4)ccc3S(=O)(=O)N([C@H](C)CO)C[C@H]2C)cc1` → ·, -1.3

# (continued)
SMILES | EZH2 inh | IDH1 R132H inh
CO[C@@H]1CN(C)C(=O)c2ccc(NC(=O)C3CC3)cc2OC[C@H](C)N(C(=O)c2ccccc2)C[C@@H]1C | 5 | 0.1
COc1ccc(NC(=O)N(C)C[C@@H]2Oc3c(NC(=O)Nc4ccc(F)cc4)cccc3C(=O)N([C@H](C)CO)C[C@@H]2C)cc1 | · | 1.8
COc1ccccc1NC(=O)N[C@H]1CC[C@H](CCNS(=O)(=O)c2ccc(Cl)cc2)O[C@H]1CO | 47 | -0.4
C[C@@H]1CN([C@@H](C)CO)C(=O)c2cc(NC(=O)CCC(F)(F)F)ccc2O[C@@H](C)CCCCO[C@H]1CN(C)S(=O)(=O)c1ccc(Cl)cc1 | · | 3.4
CCC(C)c1cnc(Cc2ccccc2)c(=O)[nH]1 (centres undefined) | · | 0.1
CO[C@@H]1CN(C)C(=O)c2cc(NC(=O)c3ccc4c(c3)OCO4)ccc2OC[C@@H](C)N(CCC(F)(F)F)C[C@H]1C | -6 | 1.2

# This is a subset. The share of hits here may be higher or lower than overall.
